Bioassay records as filed in PubChem BioAssay.
TTR transcr act: TTR transcription activators in neuroblastoma reporter cells, primary screen, cell-based, luminescence, SH-SY5Y, TTR promoter Gaussia luciferase; activation, % at 16.7 µM; 100% = recombinant luciferase protein wells; AID 1117267, 2014; 92,000 tested, 1.3% active;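 active = activation above the mean of all tested compounds plus 3 SD, cut at about 9.5% in these data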;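 note: cells exposed to compounds for one day before reading; 0% = median of all test compound wells on the plate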
Numbers without * were called inactive. Some of the compounds tested; the hit share may differ from the screen's.

TTR transcr act	SMILES
-0.9	COc1ccc(-c2nc(-c3ccccc3)nc(Cl)c2C#N)cc1
1.6	O=C(NCCCN1CCC(Cc2ccccc2)CC1)C1CCC(=O)N1C1CCCC1 (configuration not stated)
9.4	Cn1c(C(=O)O)cc2cc(F)ccc21
2.1	Cc1ccc(NC(=O)c2cc(-c3ccccc3O)n[nH]2)cc1C
-0.7	CCOc1cc(CNCCO)cc(Br)c1OCc1ccccc1
-4.3	COC(=O)Nc1ccc(SCC(=O)c2ccccc2)cc1
-0.5	Clc1ccc2nc(CSc3nc4ccccc4o3)cn2c1
-3.1	O=C(NN=C1CCCCCC1)c1ccc(Br)o1
0.1	COc1ccc(NC(=O)COC(=O)c2c(F)cccc2Cl)cc1OC
-2.4	O=[N+]([O-])c1ccc(Sc2ccccn2)nc1
4.0	COc1ccc2nc(C)cc(Nc3cccc(C(=O)O)c3)c2c1
1.4	CCS(=O)(=O)Nc1cccc(C2=NN(S(C)(=O)=O)C(c3ccccc3)C2)c1 (configuration not stated)
2.8	O=C(CSc1nnc(-c2ccncc2)n1-c1ccccc1)NC1CC1
9.2	Cc1cccc(NC(=O)c2nc[nH]c2C(=O)N[C@@H](C)c2ccccc2)c1
-1.0	COc1cc(NC(=O)c2cccc([N+](=O)[O-])c2)ccc1NC(=O)c1ccco1
-1.2	O=C(Nc1nnc(-c2ccc3c(c2)CCCC3)o1)c1ccccc1
-1.5	Cc1ccc(C2/C(=C(/O)c3ccc(OC(C)C)cc3)C(=O)C(=O)N2CCN2CCOCC2)cc1 (configuration not stated)
-1.4	CC1(c2nnc(-c3cccc(Cl)c3)o2)CC(c2c(Cl)cccc2Cl)=NO1 (configuration not stated)
-0.1	COc1ccc(-c2c(C)n([O-])c3c([n+]2=O)CCCCC3)cc1
1.4	CC(=O)Nc1cccc(NC(=O)CSc2nc(=O)n(CCCN3CCOCC3)c3c2CCC3)c1
3.5	C=C(C)C(=O)N1CC2(CC(c3cccc(NC(=O)/C=C\C)c3)=NO2)C[C@H]1C(N)=O (some centres not stated)
-2.1	C/C(=N\NC(=O)c1c(Br)c(C)nn1C)c1cccc(NC(=O)c2ccccc2F)c1
-0.3	Cn1c(=O)c(C(=O)CN2CCCCCC2)c(N)n(Cc2ccccc2)c1=O
-2.1	COc1ccc(CCN2C(=O)CCC2(C)c2nnnn2-c2ccc3c(c2)OCCO3)cc1OC (configuration not stated)
-3.4	COc1cc(/C=C2\SC(=S)N(C(Cc3ccccc3)C(=O)O)C2=O)ccc1O (configuration not stated)
0.9	c1nc(N2CCC3(CC2)OCCO3)c2[nH]cnc2n1
1.6	Cc1cc(C)n(CC(C)O)c(=O)c1C#N (configuration not stated)
-2.1	O=C(CSc1nnnn1C1CC1)Nc1ccc(S(=O)(=O)N2CCOCC2)cc1
-1.5	COC(=O)c1ccc(C)c(NC(=S)NCc2ccc(Cl)cc2)c1
-2.4	Cn1c(=O)c2c(-c3ccccc3)n(-c3ccccc3F)cc2n(C)c1=O

Part of the list above, as labelled records:
Clc1ccc2nc(CSc3nc4ccccc4o3)cn2c1
  TTR transcr act = -0.5

O=C(NN=C1CCCCCC1)c1ccc(Br)o1
  TTR transcr act = -3.1

COc1ccc(NC(=O)COC(=O)c2c(F)cccc2Cl)cc1OC
  TTR transcr act = 0.1

Next part:
TTR transcr act	SMILES
-1.7	OCCC1CN(Cc2nc3c(s2)CCCC3)CCN1CCc1ccccc1 (configuration not stated)
-0.2	C(=C\c1nc(-c2cccnc2)no1)/c1ccccc1
-2.6	CCN(CC)CCn1c(SCC(=O)Nc2ccc3c(c2)CCC3)nc2ccccc2c1=O
4.3	Cc1cccc(OC(=O)C2C(c3ccccc3)C(C(=O)O)C2c2ccccc2)c1 (configuration not stated)
2.1	CC(C)C(=O)NCCc1nc(-c2ccccc2)no1
1.0	COc1ccc(NC(=O)CSc2nnc(-c3cccnc3)o2)cc1
2.0	CCOc1cc(NC(=O)c2cccs2)c(OCC)cc1NC(=O)c1ccccn1
-0.1	Cc1cccc(-c2cc(N)n(-c3ccccc3)n2)c1
1.9	Cc1occc1C(=O)N(Cc1nc(-c2ccccc2)no1)C(C)C
0.6	COc1cc(OC)cc(C(C)c2ccc(C)cc2)c1 (configuration not stated)
0.7	COc1ccc2[nH]c3c(=O)n(/N=C/c4ccc(OC)c(CN5CCCC5)c4)c(C)nc3c2c1
-0.2	Cc1cc(-c2cc(C(=O)O)c3ccccc3n2)c(C)s1
0.3	CC(C)OC(=O)CSc1nnc(-c2ccncc2)n1N
1.1	C/C(=N\NC(=O)c1ccccc1)c1ccc(-n2ccnc2)cc1
1.7	CCC(C)NC(=O)c1ccccc1-c1nc2ccccc2[nH]1 (configuration not stated)
-1.6	CCOC(=O)c1c(N)sc(C(=O)Nc2ccccc2F)c1C
1.9	CCOC(=O)c1c(NC(=O)Cn2cnc([N+](=O)[O-])n2)sc2c1CCCC2
0.4	CCC(CC)C(=O)Nc1nnc(S(=O)(=O)N2CCc3ccccc32)s1
-1.0	COC(=O)c1ccc(C(NC(=O)OCc2ccccc2)/C(F)=C/[C@@H](C)C(=O)NCc2ccc(OC)c(OC)c2)cc1 (some centres not stated)
-0.3	COc1ccc(CC(=O)O/N=C(\N)c2cccc([N+](=O)[O-])c2)cc1
-0.8	COc1ccc(CCn2c(=S)[nH]c3cc(C(=O)N4CCOCC4)ccc3c2=O)cc1OC
-0.7	CC(=O)Nc1ccc2c(c1)CCCC2=O
-0.8	CCCCCn1c(=NC(=O)c2ccco2)c(C(=O)OCC)cc2c(=O)n3ccccc3nc21
-0.7	CC(C)(C)NC(=O)C(c1ccncc1)N(Cc1ccco1)C(=O)c1ccc(-c2ccccc2)[nH]1 (configuration not stated)
-2.1	Cc1ccc(CNC(=O)C2CCN(S(=O)(=O)c3c(C)noc3/C=C/N(C)C)CC2)cc1
0.2	CCc1nnc(NC(=O)c2ccc(S(=O)(=O)N(C)c3ccccc3)cc2)o1
0.2	COC(=O)CSc1nccc(-c2cccs2)n1
-2.6	CC12CCC(C(=O)NCC3CCCO3)(OC1=O)C2(C)C (configuration not stated)
5.7	COC(=O)C(Cc1ccccc1)NC(=O)CNC(=O)c1ccccc1OC (configuration not stated)
3.8	Cc1csc(NC(=O)c2nc3nc(C)cc(C)n3n2)n1

Arranged by the number under TTR transcr act (low to high): some entries from above
TTR transcr act	SMILES
-2.1	Cc1ccc(CNC(=O)C2CCN(S(=O)(=O)c3c(C)noc3/C=C/N(C)C)CC2)cc1
-1.0	COC(=O)c1ccc(C(NC(=O)OCc2ccccc2)/C(F)=C/[C@@H](C)C(=O)NCc2ccc(OC)c(OC)c2)cc1 (some centres not stated)
-0.7	CC(=O)Nc1ccc2c(c1)CCCC2=O
0.4	CCC(CC)C(=O)Nc1nnc(S(=O)(=O)N2CCc3ccccc32)s1
5.7	COC(=O)C(Cc1ccccc1)NC(=O)CNC(=O)c1ccccc1OC (configuration not stated)

(cont.)
TTR transcr act	SMILES
0.7	COc1ccc(N2C(=O)CC(NNC(=O)c3cccnc3)C2=O)cc1 (configuration not stated)
-1.5	O=C(Nc1ccc(S(=O)(=O)Nc2nccs2)cc1)c1cnc(Cl)c(Cl)c1
1.8	CC(=O)NCCOC(=O)Nc1sc(=S)n(C)c1C
0.9	COc1ccc(CC2CC(=O)N(c3ccc(C)cc3)C2=O)cc1 (configuration not stated)
0.6	O=C(COc1ccc(Cl)cc1)NCCN1CCCC1
-0.6	COc1cc(NS(=O)(=O)c2ccc(NC(=S)NC(=O)/C=C/c3ccc(F)cc3)cc2)ncn1
1.6	CC(C)CNC(=O)c1ccccc1C(=O)NC1(C(=O)NCC(C)C)CCCC1
-0.1	COc1ccc(N(CC(=O)Nc2ccccc2C(=O)NCCc2ccccc2)S(C)(=O)=O)cc1OC
-1.2	CCCCCCCCN1C(=O)[C@@H](CC(=O)N2CCN(C(=O)C3CC3)CC2)C[C@@]2(C(=O)OC)C1=C[C@H](C(C)C)O[C@@H]2C1CC1
-0.9	CCOC(=O)[C@@H]1[C@H]2COc3ccc(Br)cc3[C@@H]2N2C(=O)N(c3cccc(Cl)c3)C(=O)[C@@]12C
-1.5	COc1ccc(-c2nc(-c3ccncc3)no2)cc1
2.1	COc1ccc(C(=O)CN(CCC(=O)O)S(=O)(=O)c2ccc([N+](=O)[O-])cc2)cc1
-0.5	Cc1cc(C)nc(N/C(=N\S(=O)(=O)Cc2ccccc2)Nc2ccc(F)c(Cl)c2)n1
0.0	CC(OC(=O)c1ccccn1)C(=O)Nc1ccc(C(F)(F)F)cc1 (configuration not stated)
2.1	O=C(CCCCCNC(=O)c1ccccc1)C[N+](=O)[O-]
2.9	COCOc1cc(O)c2c(=O)c(OCOC)c(-c3ccc(OCOC)c(OCOC)c3)oc2c1
1.1	CCCCc1ccc(NC(=O)COc2ccc(C(=O)Nc3ccccc3OC)cc2)cc1
1.4	O=C(O)/C=C/c1cccc2c1OCCO2
1.3	Nc1c(C(=O)OCC(=O)NCc2ccccc2)[nH]c(=O)[nH]c1=O
0.2	CC(=O)c1ccccc1NS(C)(=O)=O
-1.8	O=C(c1ccc(S(=O)(=O)N2CCCCC2)cc1)N1CCN(CCN2C(=O)c3cccc4cccc(c34)C2=O)CC1
-0.6	O=C(c1cccn2c(=O)c3cc(Cl)ccc3nc12)N1CCOCC1
-2.1	COc1cccc(-c2ccc3c(c2)C2CC3CCN2C(=O)c2ccc(-c3ccccc3)cc2)c1 (configuration not stated)
0.0	Cc1ccc(C(=O)N2CCC(C(N)=O)CC2)cc1C
0.3	CCc1ccccc1NC(=O)CN(C)S(=O)(=O)c1ccc(-c2ccc(=O)[nH]n2)s1
1.5	Cc1cc(-c2nnc(CCC(=O)NC(C)c3ccc(F)cc3)o2)no1 (configuration not stated)
-0.1	CCOC(=O)C1CCN(CC(=O)NC(=O)NC2CCCCC2)CC1
0.2	CCOC(=O)C(=O)Nc1ccccc1C(=O)NC(C)C
-0.7	CC1=C(C(=O)N(C)C)C(c2ccc(C)s2)NC(=S)N1 (configuration not stated)
-0.9	O=C(CSc1nnnn1C1CCCC1)Nc1ccc2c(c1)OCCO2

Quoted from the entries so far, five compounds:
TTR transcr act	SMILES
1.5	Cc1cc(-c2nnc(CCC(=O)NC(C)c3ccc(F)cc3)o2)no1 (configuration not stated)
-0.1	CCOC(=O)C1CCN(CC(=O)NC(=O)NC2CCCCC2)CC1
0.2	CCOC(=O)C(=O)Nc1ccccc1C(=O)NC(C)C
-0.7	CC1=C(C(=O)N(C)C)C(c2ccc(C)s2)NC(=S)N1 (configuration not stated)
-0.9	O=C(CSc1nnnn1C1CCCC1)Nc1ccc2c(c1)OCCO2

(more compounds)
TTR transcr act	SMILES
-2.0	CC(=O)N1c2ccc(S(=O)(=O)NCC3CCC(C(=O)N(C)Cc4ccccc4)CC3)cc2CC1C (configuration not stated)
1.6	COC(=O)c1cc(OC)c(OC)cc1NC(=O)c1ccccc1C
-1.6	Cc1ccc(N(CC(N)=O)C2SC(=O)N(Cc3cccc(C(=O)O)c3)C2=O)cc1 (configuration not stated)
4.3	Cn1c(=O)c2c(ncn2CC(=O)OCC(=O)Nc2sccc2C(N)=O)n(C)c1=O
-0.5	O=C(NNC(=O)c1cccc(Br)c1)Nc1ccc(Cl)cc1
16*	CCCCNC(=O)NS(=O)(=O)c1cnccc1Sc1ccc(Cl)cc1
-0.3	COC(=O)c1sc(NC(=O)c2c(-c3ccccc3)noc2C)nc1C
-0.4	CCN1CCN(C(=S)c2ccc(OC)cc2)CC1
6.6	Cc1cc(NC(=O)c2cccc(Br)c2)n[nH]1
-4.6	COc1cccc(C(=O)Oc2c(CN3CCOCC3)cc(Cl)c3cccnc23)c1
-6.2	CC[C@H](C)[C@@H]1NC(=O)[C@@H](CC(C)C)NC(=O)[C@H](C(C)C)NC(=O)[C@H]2CSSC[C@H](NC1=O)C(=O)N2
-0.7	COc1cc(OC)cc(C(=O)Nc2ncc3c(n2)CC(C)CC3=O)c1 (configuration not stated)
-1.4	COc1ccc(C)cc1NC(=O)c1cc2ccccc2o1
0.0	Cc1cc(OC(=O)c2ccc(C(F)(F)F)cc2)c([N+](=O)[O-])c(=O)[nH]1
1.9	Cc1sc2ncn(CC(=O)N3CCN(c4ccccc4F)CC3)c(=O)c2c1S(=O)(=O)N1CCOCC1
0.9	Cc1ccc(S(=O)(=O)N2CCC(C(=O)NCc3ccccc3CN3CCCC3)CC2)cc1
0.3	COc1ccc(/C=C/C(=O)NCC(=O)N/N=C(/CCC(=O)O)c2ccccc2)cc1
4.0	CC1CCCCN1Cc1c(O)ccc2c(=O)c(-c3nc4ccccc4s3)c(N)oc12 (configuration not stated)
0.9	O=C(Nc1nccs1)c1ccc(Br)cc1
0.5	Cc1ccc(NC(=O)Cc2nnc(SCC(=O)NC3CCCC3)n2C)cc1C
0.1	NCCNc1cc(N2CCCC2)ccc1[N+](=O)[O-]
-0.3	COc1ccc(OCC(=O)NNC(=S)NC(=O)C2CC2)cc1
-1.5	NNC(=O)C1CC1c1ccc(Cl)cc1 (configuration not stated)
1.5	O=C(Nc1cccc(O)c1)C1CC(c2ccc(Cl)cc2)=NO1 (configuration not stated)
0.6	O=C(NC(=S)Nc1ccc(S(=O)(=O)Nc2nccs2)cc1)c1cccc(F)c1
-1.4	COc1ccccc1CCNC(=O)CSc1nnc2ccc(-c3cccnc3)nn12
0.5	O=C(NNc1cccc([N+](=O)[O-])c1)/C(=C\c1cccnc1)NC(=O)c1ccccc1
0.1	CCC(=O)Nc1ccc(NC(=O)c2ccccc2)nc1
-0.7	CCNc1nc(-c2ccc(OC(F)F)cc2)c(C)s1
0.6	c1ccc(OCc2nnc3n2CCCCC3)cc1
3.1	Cc1ccc(C(=O)OCC(=O)Nc2sc3c(c2C#N)CCCCC3)cc1NC(=O)c1ccco1
-1.4	O=S(=O)(c1ccc2c(c1)OCCO2)N1CCN(S(=O)(=O)c2c(F)cccc2F)CC1
-0.9	COc1ccc(C(=O)NNC(=S)NC(=O)/C=C/c2cccs2)cc1
